# HMGR II inh: inhibitors of E. faecalis class II HMGR, primary screen, biochemical, Enterococcus faecalis. HMG-CoA reductase (Enterococcus faecalis, mvaE). purified E. faecalis HMGR, NADPH absorbance 340 nm kinetic. inhibition, % at 10 µM. 0.41% of 190,000 active;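 active means inhibition above a set limit, the median over all tested compounds plus 3 SD, cut at about 9.5% in these data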;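 further: enzyme runs in reverse so mevalonate oxidation gives rising NADPH absorbance; 0% = complete reaction with DMSO and 100% = background rate lacking mevalonate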
# PPARg SRC2 recr: agonists of PPARg-SRC-2 recruitment, primary screen, biochemical, HTS; Peroxisome proliferator-activated receptor gamma (Homo sapiens), P37231; PPARgamma LBD-SRC-2 recruitment; activation, % at 8 µM; 0.34% of 200,000 active; AID 1032, 2008; in the data active means activation above about 22%;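 further: 0% = vehicle and 100% = reference agonist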
# Target sequence (P37231 whole entry, looked up, the tested form may be a part): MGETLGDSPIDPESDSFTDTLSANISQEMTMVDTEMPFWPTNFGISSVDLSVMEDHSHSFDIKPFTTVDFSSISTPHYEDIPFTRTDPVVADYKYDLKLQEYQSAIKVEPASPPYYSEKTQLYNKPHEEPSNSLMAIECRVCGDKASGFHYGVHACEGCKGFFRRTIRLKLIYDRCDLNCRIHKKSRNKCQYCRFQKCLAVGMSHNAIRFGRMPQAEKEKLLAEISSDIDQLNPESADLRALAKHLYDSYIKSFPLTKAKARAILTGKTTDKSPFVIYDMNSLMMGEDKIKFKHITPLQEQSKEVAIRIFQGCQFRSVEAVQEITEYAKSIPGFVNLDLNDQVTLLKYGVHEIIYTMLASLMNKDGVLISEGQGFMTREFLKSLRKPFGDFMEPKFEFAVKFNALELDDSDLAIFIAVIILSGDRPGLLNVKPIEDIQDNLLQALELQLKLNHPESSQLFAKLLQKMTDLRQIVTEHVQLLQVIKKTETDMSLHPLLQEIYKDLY
# PPARg SRC1 recr: PPARgamma agonists recruiting SRC-1 coactivator, primary screen, biochemical. Peroxisome proliferator-activated receptor gamma (Homo sapiens), P37231. PPARgamma-SRC-1 coactivator recruitment biochemical assay. activation, % at 8 µM. 0.41% of 200,000 active; in the data active means activation above about 19%;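 further: 0% = DMSO and 100% = reference agonist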
# PPARg SRC3 recr: PPARgamma agonists recruiting SRC-3 coactivator, primary screen, biochemical; Peroxisome proliferator-activated receptor gamma (Homo sapiens), P37231; biochemical PPARgamma/SRC-3 coactivator recruitment assay; activation, % at 8 µM; 0.26% of 200,000 active; AID 731, 2007; in the data active means activation above about 23%;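 further: 0% = DMSO and 100% = reference agonist; some compounds past the cut are filed as inactive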
# TNAP act hi DEA: TNAP activators at high phosphate acceptor level, primary screen, biochemical, luminescence, uHTS; purified TNAP, CDP-star luminescence, 1 M DEA, 30 min; active compounds read high; 0 = EDTA background, 1 = DMSO-only activity; activation factor at 20 µM; 200,000 tested, under 10 active;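 active means activation factor at least 2 at 20 µM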
# Target sequence (P05186 whole entry, looked up): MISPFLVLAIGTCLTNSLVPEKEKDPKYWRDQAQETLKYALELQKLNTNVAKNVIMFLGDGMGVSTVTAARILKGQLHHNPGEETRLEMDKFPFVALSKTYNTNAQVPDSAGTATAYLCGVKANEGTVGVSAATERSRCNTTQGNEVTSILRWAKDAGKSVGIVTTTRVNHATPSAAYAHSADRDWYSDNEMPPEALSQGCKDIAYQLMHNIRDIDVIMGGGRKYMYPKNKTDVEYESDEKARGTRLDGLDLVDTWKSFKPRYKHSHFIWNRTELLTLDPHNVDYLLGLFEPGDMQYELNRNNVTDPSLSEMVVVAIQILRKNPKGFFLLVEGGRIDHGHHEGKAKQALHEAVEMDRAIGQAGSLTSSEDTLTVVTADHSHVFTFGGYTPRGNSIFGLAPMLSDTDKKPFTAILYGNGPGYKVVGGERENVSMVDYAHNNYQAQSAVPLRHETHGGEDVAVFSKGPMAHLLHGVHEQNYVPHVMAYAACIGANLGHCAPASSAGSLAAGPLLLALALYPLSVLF
#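 Dosing: 20 µM single point. System: human TNAP. Amount: TNAP 1/800 final. Incubation: 30 min, room temperature. Read-out: TNAP activation factor scaled between EDTA and DMSO control wells. Signal: luminescence from CDP-star hydrolysis. Medium: 1 M DEA, pH 9.8, Mg2+, Zn2+. Control set: EDTA negative control, DMSO positive control.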
# TNAP inh hiacc: human TNAP enzyme inhibitors, primary screen, biochemical, luminescent, high phosphate acceptor level, uHTS | Alkaline phosphatase, tissue-nonspecific isozyme (Homo sapiens), P05186 | purified TNAP, CDP-star luminescence, 1 M DEA | inhibition, % at 20 µM | 0.03% of 200,000 active | AID 1135, 2008;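 active means over 50% inhibition of tissue-nonspecific alkaline phosphatase at 20 µM in the single-dose screen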;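 further: plate controls were DMSO wells for no effect and EDTA-quenched wells as full inhibition for full effect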
# bIAP activator: bovine intestinal alkaline phosphatase activators, primary screen, biochemical, bovine IAP, CDP-star luminescence; activation factor at 20 µM; alkaline phosphatase, intestinal [Bos taurus]; 0.17% of 200,000 active; purified bovine IAP, 30 min; active compounds read high; fold of DMSO-control signal, blank-subtracted; AID 1016, 2008;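 active means activation factor of 2 or more at 20 µM, a signal rise over negative controls twice the positive control's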
# TR-FRET SRC-2 ct: TR-FRET signal artefacts, primary screen, artefact control for PPARgamma SRC-2 agonist project, biochemical; 0.4% of 200,000 active; TR-FRET ratio at 8 µM; TR-FRET artefact counter-screen; active compounds read high; in the data active means TR-FRET ratio above about 2000; further: inactives centre near 1500
# bIAP inh: bovine intestinal alkaline phosphatase inhibitors, primary screen, selectivity assay for TNAP inhibitor project, biochemical, bovine IAP, CDP-star luminescence | 190,000 tested, under 10 active | AID 1019, 2008 | alkaline phosphatase, intestinal [Bos taurus] | inhibition, % at 20 µM | purified bovine IAP, 30 min;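 active means over 50% inhibition of intestinal alkaline phosphatase at 20 µM in the single-dose screen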
#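 Incubation: 30 min reaction at room temperature / Material: purified bovine intestinal alkaline phosphatase (IAP) enzyme / Input: enzyme at 1/65,000,000 dilution / Dosing: 20 µM single dose / Signal: CDP-star luminescence signal / Reagent: CDP-star chemiluminescent phosphatase substrate, 30 µM final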
# TNAP inh no acc: human TNAP enzyme inhibitors, primary screen, biochemical, luminescent, no phosphate acceptor, uHTS | 0.26% of 200,000 active | inhibition, % at 20 µM | purified TNAP, CDP-star luminescence, 30 min;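 active means tissue-nonspecific alkaline phosphatase inhibition above about 50% at 20 µM in the single-dose screen, limit read from the data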;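 further: 0% = DMSO negative control and 100% = EDTA positive control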
# * = called active by the depositor; . = not tested or not shown.
SMILES,HMGR II inh,PPARg SRC2 recr,PPARg SRC1 recr,PPARg SRC3 recr,TNAP act hi DEA,TNAP inh hiacc,bIAP activator,TR-FRET SRC-2 ct,bIAP inh,TNAP inh no acc
CC1(C)C[C@H]2C=C(C=O)[C@]3(C=O)C[C@]3(C)[C@H]2C1,-9,-3,1,7,1,2,0.9,1523,9,5
O=C1NC(=O)N(CCC2=CCCCC2)C(=O)/C1=C/c1ccc(O)cc1,0,6,-3,3,1,3,1.3,1571,-30,6
Nc1ccc(C2(c3ccc(N)cc3)c3ccccc3-c3ccccc32)cc1,2,7,9,4,1,4,1.1,1609,-9,-11
COc1cc2c3cc1Oc1cc(ccc1O)C[C@@H]1c4c(cc(OC)c(O)c4Oc4ccc(cc4)C[C@H]3N(C)CC2)CCN1C,-1,13,9,-2,1,-5,0.9,1506,11,-4
CN1CCN(c2ccc(C(F)(F)F)cc2N)CC1,-5,2,11,2,1,2,1,1691,0,-1
O=C(Nc1cccc(OC(=O)N2CCOCC2)c1)N1CCOCC1,-3,-7,-1,2,1,2,1,1240,4,-7
O=C1c2ccccc2C2(c3ccc(Cl)cc3)NCCN12 (stereo unspecified),-8,2,-4,8,1.1,-7,0.8,1550,21,-9
COc1ccccc1N1CCN(Cc2cc(C)c(C)cc2O)CC1,-5,6,-6,8,1.2,-15,1,1578,3,-14
COc1ccccc1OCCCn1cc(C=O)c2ccccc21,-10,0,2,3,1.1,-8,1,1653,3,-8
O=c1c2ccccc2nc(-c2ccoc2)n1-c1ccccc1Cl,-4,7,2,11,1,-1,1,1464,5,-2
CC(C)(C)n1c(O)c(C=Nc2ccc3c(c2)CCC3)c(=O)[nH]c1=O,-1,-6,5,-1,1,-3,1.1,1603,-11,-5
Cc1ccc(-c2nc3ccccc3c(=O)n2-c2cccnc2)cc1,-7,-9,-2,3,1,-4,1,1585,0,-8
CCCCCCCCCOc1ccc2[nH]cc(CCN)c2c1,-3,10,-4,1,1,-4,0.8,1503,23,-16
CCC(=NC1CC1)c1c(O)n(C2CCCCC2)c(=O)[nH]c1=O,-1,5,12,11,1,1,0.9,1605,8,-1
COc1c(C)cc(C(=O)C2CCCN(Cc3cccc(C)n3)C2)cc1C (stereo unspecified),-2,15,1,2,1,-1,1,1849,-2,-4
COc1ccc(CC2(CCc3ccncc3)C(=O)NC(=O)NC2=O)c(OC)c1,-3,13,3,4,1.1,-5,1,1635,0,-2
c1csc(CN2CCNCC2)c1,0,4,3,6,1.1,-6,1,1490,-3,-16
CNC(C)Cc1ccccc1Sc1ccc(O)cc1 (stereo unspecified),-4,-14,-2,-8,1.1,-7,0.9,1450,12,0
Cc1ccc(-c2nc(N(C)C3CCN(C)CC3)c3ccccc3n2)cc1,0,0,3,-8,1.1,-7,1.1,1430,-5,-10
CN(C)C(Cc1ccc(C#N)cc1)C(=O)c1ccccc1 (stereo unspecified),-1,-1,-4,1,1,3,0.9,1532,11,2
OC12CCCCC1C(c1ccccc1)NCC2 (stereo unspecified),-8,-12,-10,-10,1.1,-10,0.9,1468,12,-16
Cc1nn(Cc2ccc(Cl)cc2Cl)c(Cl)c1C(=O)NC1CCCc2ccccc21 (stereo unspecified),1,1,1,1,1,-4,1.1,1497,-7,-5
CCc1c(C(=O)NN2C(=O)C3C4CCC(O4)C3C2=O)csc1C (stereo unspecified),1,3,3,3,1,3,1.2,1586,-15,-5
CNC(=O)Oc1ccc2ncccc2c1,1,0,0,0,1,-4,0.9,1557,9,-12
CN1CCN(Cc2ccccc2Sc2ccccc2)CC1,-1,-4,10,1,1,1,1.1,1639,-11,-14
OCCOCC#CCN1CCOCC1,-1,2,-2,-5,1.1,-6,0.9,1548,12,-12
CCN(CC(=O)Nc1ccc(C#N)c(Cl)c1)CC(=O)NC(C)(C)C,-5,-1,12,2,1.1,-5,0.9,1416,8,-10
CCOC(=O)N(CC)c1ccc(C(O)(C(=O)OC)C(F)(F)F)cc1 (stereo unspecified),-12,6,-2,-4,1,-4,1,1643,3,-12
CC(=O)NC(Cc1ccc(N(CCCl)CCCl)cc1)C(=O)NCC(=O)NCC(=O)O (stereo unspecified),-3,-1,-1,0,1,-2,1,1546,-1,-6
CCOP(=O)(OCC)c1cccc(O)c1,-2,5,1,0,1,3,0.9,1765,5,1

# Whole records from above.
# COc1cc2c3cc1Oc1cc(ccc1O)C[C@@H]1c4c(cc(OC)c(O)c4Oc4ccc(cc4)C[C@H]3N(C)CC2)CCN1C as listed: HMGR II inh = -1; PPARg SRC2 recr = 13; PPARg SRC1 recr = 9; PPARg SRC3 recr = -2; TNAP act hi DEA = 1; TNAP inh hiacc = -5; bIAP activator = 0.9; TR-FRET SRC-2 ct = 1506; bIAP inh = 11; TNAP inh no acc = -4
# COc1ccccc1OCCCn1cc(C=O)c2ccccc21 as listed: HMGR II inh = -10; PPARg SRC2 recr = 0; PPARg SRC1 recr = 2; PPARg SRC3 recr = 3; TNAP act hi DEA = 1.1; TNAP inh hiacc = -8; bIAP activator = 1; TR-FRET SRC-2 ct = 1653; bIAP inh = 3; TNAP inh no acc = -8
# CNC(C)Cc1ccccc1Sc1ccc(O)cc1 (stereo unspecified) as listed: HMGR II inh = -4; PPARg SRC2 recr = -14; PPARg SRC1 recr = -2; PPARg SRC3 recr = -8; TNAP act hi DEA = 1.1; TNAP inh hiacc = -7; bIAP activator = 0.9; TR-FRET SRC-2 ct = 1450; bIAP inh = 12; TNAP inh no acc = 0

# Later entries
SMILES,HMGR II inh,PPARg SRC2 recr,PPARg SRC1 recr,PPARg SRC3 recr,TNAP act hi DEA,TNAP inh hiacc,bIAP activator,TR-FRET SRC-2 ct,bIAP inh,TNAP inh no acc
CC1=CC(=O)NP(=O)(Oc2ccc3ccccc3c2)N1 (stereo unspecified),-6,5,-1,12,1,2,1,1575,4,-2
O=C(c1c[nH]c2ccc(S(=O)(=O)N3CCOCC3)cc2c1=O)N1CCC2(CC1)OCCO2,-4,10,0,2,1,-3,1.2,1900,-24,-9
Cc1ccc2c(c1)CC1(CN2C)C(=O)NC(=O)N(C(C)C)C1=O (stereo unspecified),-3,-1,3,-14,1.1,-7,1,1608,-2,-8
Cn1c(C(=O)N2CCC3(CC2)OCCO3)cc2c(=O)n(C)c3ccccc3c21,-3,-4,-5,-16,1.1,-6,1,1463,4,-9
Cc1ccc(-c2nn(Cc3ccccc3)cc2C=O)cc1,-4,3,12,2,1,0,0.9,1635,5,22
CC1=NN(c2ccccc2)C(=O)C1/C=C1\C(=O)NC(=O)N(c2ccc(C)c(C)c2)C1=O (stereo unspecified),-3,9,-1,0,0.8,16,0.6,1572,37,4
O=C1/C(=C/c2cccc([N+](=O)[O-])c2)N2CCC1CC2,-1,3,0,1,0.9,6,0.9,1567,12,-17
CCN(CCNc1ccc([N+](=O)[O-])c2cccnc12)S(=O)(=O)c1ccccc1,-15,1,8,2,1,4,0.4,1606,.,-7
Cc1nc2ccc(P(=O)(O)O)cc2s1,-6,-3,8,2,1.1,-5,1.1,1558,-8,-9
COc1cc(/C=C2/C(=O)NC(=O)N(c3ccccc3)C2=O)ccc1O,3,7,-3,2,1,-1,1,1401,0,24
Cc1ccc(-n2c(O)c(C=NCCN3CCOCC3)c(=O)[nH]c2=O)cc1,-3,2,3,6,1,3,1,1446,-5,-14
COc1ccccc1N1CCN(C(CNC(=O)Oc2ccccc2)c2cccnc2)CC1 (stereo unspecified),-4,-7,4,-1,1.1,-6,1.1,1562,-10,-11
CCCCn1c(O)c(C(C)=NCCN2CCOCC2)c(=O)[nH]c1=O,-2,0,6,5,1.1,-8,0.9,1538,14,-12
COc1cccc(N=Cc2c(O)n(Cc3ccco3)c(=O)[nH]c2=O)c1,-3,-1,-1,2,1,2,1.1,1606,-9,0
CC1CCN(S(=O)(=O)c2ccc(NN=C(C#N)C#N)cc2)CC1,1,-4,1,-6,1,3,0.8,1425,18,0
Nc1ccc(Cl)cc1C(=O)c1ccccc1,-1,2,-2,0,1,-2,0.8,1602,18,-14
O=c1[nH]c(=S)n(Cc2ccc(F)cc2)c(O)c1C=NCc1cccnc1,0,3,-4,12,1,-3,0.9,1545,9,13
O=C(CF)NC(Nc1cccc2cccnc12)C(Cl)(Cl)Cl (stereo unspecified),1,8,-4,5,1,-2,0.9,1746,13,-4
O=C1NC(=O)N(c2cccc(Cl)c2)C(=O)/C1=C\c1ccc(Sc2nc3ccccc3[nH]2)o1,-2,5,-3,3,1,5,1,1608,0,12
CCOP(=O)(OCC)C1(O)C(=O)Nc2ccc(Br)cc21 (stereo unspecified),-1,13,5,1,1,4,1.1,1666,-11,-16
O=C(COc1ccccc1)Nc1ccc(Cl)cc1C(=O)c1ccccc1,-2,-5,8,5,1,1,1,1557,1,8
CCC(C)c1ccc(N2C(=O)NC(=O)/C(=C/c3cccn3CCOc3ccc(C)cc3)C2=O)cc1 (stereo unspecified),-4,6,5,-4,0.9,10,0.3,1604,.,9
CC(C(=O)Nc1ccc(Br)cc1C(=O)c1ccccc1)N1CCOCC1 (stereo unspecified),-3,-3,-3,1,1,-2,1.1,1368,-7,-8
CCOP(=O)(OCC)C(NC(=O)C(C)C)C(Cl)(Cl)Cl (stereo unspecified),2,-2,6,-3,1,-1,1,1545,5,-10
O=Cc1cn(Cc2cccc(F)c2)c2ccccc12,0,3,-6,-2,1,-3,1,1381,-4,-12
Cc1cccc(N/N=C(\C(N)=O)C2=NC(C)(C)Cc3ccccc32)c1,-7,10,-1,2,1,0,1.4,1708,-35,2
Oc1c(Br)cc(Br)cc1Oc1ccc(Br)cc1Br,-2,8,6,4,1.1,-7,0.9,1549,14,-5
Nc1c(C(=O)NCCN2CCOCC2)c2nc3ccccc3nc2n1Cc1ccco1,1,-2,7,-1,1,-3,1.1,1392,-13,-12
COc1ccc(-c2[nH]ncc2CNC(C)Cc2ccsc2)c(F)c1 (stereo unspecified),-2,0,-2,11,1,-2,1.1,1554,-11,45
Cc1ccccc1-n1c(C)cc(/C=C2/C(=O)NC(=O)N(Cc3ccco3)C2=O)c1C,-5,2,7,-6,1,2,0.6,1649,38,-1
NC(N)=N/N=C/c1cn(-c2ccccc2)nc1-c1cccs1,-3,8,5,3,1,-4,0.9,1617,6,1

# Among those listed so far, three contain a cyano group:
SMILES,HMGR II inh,PPARg SRC2 recr,PPARg SRC1 recr,PPARg SRC3 recr,TNAP act hi DEA,TNAP inh hiacc,bIAP activator,TR-FRET SRC-2 ct,bIAP inh,TNAP inh no acc
CN(C)C(Cc1ccc(C#N)cc1)C(=O)c1ccccc1 (stereo unspecified),-1,-1,-4,1,1,3,0.9,1532,11,2
CCN(CC(=O)Nc1ccc(C#N)c(Cl)c1)CC(=O)NC(C)(C)C,-5,-1,12,2,1.1,-5,0.9,1416,8,-10
CC1CCN(S(=O)(=O)c2ccc(NN=C(C#N)C#N)cc2)CC1,1,-4,1,-6,1,3,0.8,1425,18,0

# The list is partial; rates above refer to the full screens.
